Screens from PubChem.
T cell HTS: modulators of CD8 T cell-vesicle binding, primary screen, mouse 2C CD8+ T cells, flow cytometry. calls only at 7 µM. 2C CD8+ T cell-vesicle binding; hits give low values. 330,000 tested, 0.068% active. AID 2052, 2009;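 active = response, share of CD8 T cells binding vesicles, and their 90th percentile fluorescence all below set limits, cut at about 80% in these data, passing the limit was not always enough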
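Assay system: 2C TCR transgenic mouse naive CD8+ T cells, MACS-purified | Read-out: CD8+ gate FL2 mean fluorescence as % of same-row positive control | Signal: High-throughput flow cytometry with anti-B7-1 and anti-CD8 staining | Timing: Binding step 1.5 h, 37 °C, antibody labelling 20 min, ice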
T cell HTS vesicle-bound %: further read-out of T cell HTS, marked with its call; double positive events, %; measured here: CD8+ vesicle-bound cell fraction;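 binding gate set so that unloaded-vesicle control wells show 10% double positive cells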
Starred values were filed as active, the others as inactive; i = inactive. This is a subset; count on the stated rates, not on these rows.

Start of the listing, in advance:
Sequence of screens – T cell HTS	T cell HTS vesicle-bound %
Cc1ccccc1C(=O)N1CCC(C(=O)Nc2sccc2C(N)=O)CC1
  i	36.2
Cc1c(NC(=O)C(C)OC(=O)c2ccccc2O)c(=O)n(-c2ccccc2)n1C (stereo unspecified)
  i	5.6

The listing, previewed entries included:
Sequence of screens – T cell HTS	T cell HTS vesicle-bound %
Cc1ccccc1C(=O)N1CCC(C(=O)Nc2sccc2C(N)=O)CC1
  i	36.2
Cc1c(NC(=O)C(C)OC(=O)c2ccccc2O)c(=O)n(-c2ccccc2)n1C (stereo unspecified)
  i	5.6
O=C(NS(=O)(=O)Oc1ccccc1F)OC[C@@H]1CCCN2CCCCC12 (stereo partly specified)
  i	17.8
Cc1ccc(CNC(=O)c2cc(-c3ccccc3)n(Cc3cc(C)no3)n2)cc1
  i	21.4
COC(=O)C(CO)Nc1ncnc2onc(-c3ccc(F)cc3)c12 (stereo unspecified)
  i	27.9
CC1(C)CCC[C@]2(C)C(CS(=O)c3ccccc3)=C(C=O)CC[C@@H]12 (stereo partly specified)
  i	25.8
CCN(CC(=O)Nc1ccc(OC)cc1)C(=O)c1cc(-c2cccs2)nn1-c1ccccc1
  i	47.4
CCOc1ccc(OCCCC(=O)N(CC)CC(=O)Nc2c(F)cccc2F)cc1
  i	44.8
CCCCn1c(N)c(N(CC(C)C)C(=O)CN(C)S(=O)(=O)c2ccc(F)cc2)c(=O)[nH]c1=O
  i	20.7
CCCCCC(=O)Nc1ccc(N2CCOCC2)c(S(=O)(=O)Nc2ccc(OC)cc2)c1
  i	40.2
Cc1ccc(NS(=O)(=O)c2ccc(NC(=O)c3ccccc3C(=O)O)cc2)c(C)c1
  i	34.0
CC(NC(=O)Cc1ccc(S(=O)(=O)N2CCOCC2)s1)c1ccc(Cl)c(Cl)c1 (stereo unspecified)
  i	31.3
Cc1cc(OCC(=O)Nc2cc(S(=O)(=O)N3CCOCC3)ccc2N2CCCC2)ccc1C(C)C
  i	9.7
COc1cccc(C(=O)OCC(=O)NCC2CCCO2)c1 (stereo unspecified)
  i	53.6
CCOc1ccc(NC(=O)CN(C)C(=O)c2ccccc2-n2cnnn2)cc1OCC
  i	30.7
Cc1oc2c(C)c3oc(=O)c(CCC(=O)NCCCN4CCCC4=O)c(C)c3cc2c1C
  i	37.3
CCN(C[C@H]1N[C@@](C)(C(=O)OC)[C@H]2C(=O)N(C)C(=O)[C@@H]12)C(=O)Nc1ccc(C)cc1
  i	8.7
O=C(NCC(c1ccco1)N1CCc2ccccc21)c1ccccc1 (stereo unspecified)
  i	53.6
CCNC(=O)N(C)C[C@H]1N[C@@](C)(C(=O)OC)[C@H]2C(=O)N(C)C(=O)[C@@H]12
  i	12.9
Cc1cccc2c(N=NC(=O)c3ccc(NS(=O)(=O)c4cccs4)cc3)c(O)[nH]c12
  i	49.3
O=C(NCCO)/C(=C/c1ccco1)NC(=O)c1ccco1
  i	39.1
O=C(CCc1nc2ccccc2c(=O)[nH]1)NNC(=O)COc1cccc(F)c1
  i	26.7
COc1cccc(CN(C)C(=O)c2cc(S(=O)(=O)NCc3ccccc3)ccc2C)c1OC
  i	55.5
CCOc1ccc(OCCC(=O)OCC(=O)Nc2ccc3c(c2)OCO3)cc1
  i	31.8
CSCCC(NC(=O)COc1ccccc1)C(=O)NCCOc1ccccc1 (stereo unspecified)
  i	18.8
NC(=O)c1cc([N+](=O)[O-])c(Cl)cc1NCc1ccncc1
  i	37.4
O=C(Nc1ccon1)c1nc[nH]c1C(=O)N1CCN(c2ccccc2)CC1
  i	15.6
N#Cc1ccccc1OCC(=O)OCC(=O)NC1CC1
  i	41.1
CN(Cc1ccccc1)C(=O)c1ccc(NC(=O)Cc2cccc(NC(=O)C3CCCN(C(=O)CCc4ccccc4)C3)c2)cc1 (stereo unspecified)
  i	15.2
COc1ccccc1CCC(=O)OCC(=O)Nc1cc(C)nn1-c1ccccc1
  i	41.2
CN(C)S(=O)(=O)c1ccc(Cl)c(C(=O)OCC(=O)NNC(=O)c2cccs2)c1
  i	40.6
O=C1[C@H]2CC3CCC2(O3)[C@@H]2OCCCN12 (stereo partly specified)
  i	51.6
CC1CCCN(C(=O)COC(=O)COc2ccc(Cl)cc2)C1 (stereo unspecified)
  i	31.9
CN(CC(=O)Nc1ccc(Cl)cc1)C(=O)c1ccc(N2CCCC2=O)cc1
  i	5.9
Cn1nc(C(=O)OCC(=O)c2ccc(Cl)cc2)c2ccccc2c1=O
  i	43.8
CCN1C(=NCC2CC2)N[C@@H](c2ccccc2)C(C(=O)OC)=C1C
  i	11.8
COc1cc([C@@H]2CC=C(C(=O)O)[C@H](c3ccccc3F)N2S(=O)(=O)c2ccc(C)cc2)cc(OC)c1OC
  i	29.7
CC(=O)c1cccc(NC(=O)c2cccc(S(=O)(=O)N3CCOCC3)c2)c1
  i	31.5
O=C(CNC(=O)c1sc2ccccc2c1Cl)NCc1cccc(C(F)(F)F)c1
  i	49.1
Cc1ccc(NC(=O)CN(C)C(=O)CSc2ccc3c(c2)OCCO3)cc1
  i	46.6
CCN(CC(=O)NCc1cccs1)CC(=O)Nc1ccc(C(N)=O)cc1
  i	27.8
O=C(Nc1ccc(F)cc1)C1CCN(C(=O)c2ccc(F)cc2)CC1
  i	30.6
COc1ccc(C)cc1Nc1n[n+](-c2ccccc2)c(-c2ccc(OC)c(OC)c2OC)s1
  i	10.5
CN(Cc1ccccc1)C(=O)COc1ccc2ccccc2c1
  i	43.1
CCOC(=O)C(CC)Sc1nc2c(cnn2-c2ccc(F)cc2)c(=O)[nH]1 (stereo unspecified)
  i	33.3
Nc1ncc([N+](=O)[O-])cc1S(=O)(=O)c1ccccc1
  i	32.0
C#CCOCCOCCOCCNc1nc(N2CCOCC2)nc(N2CCN(C(=O)[C@H](CCCN=C(N)N)n3cc(C(N)[C@@H](C)CC)nn3)CC2)n1 (stereo partly specified)
  i	27.8
COc1ccc(CNC(=O)CN(c2ccccc2OC)S(=O)(=O)c2cccs2)cc1
  i	36.7
Cc1cc(C)n2nc(C(=O)OCC(=O)NCc3ccc(F)cc3)nc2n1
  i	34.8
CC(C)(C)N(Cc1ccccc1)C(=O)COC(=O)CSc1ccc([N+](=O)[O-])cc1
  i	31.7

Next compounds:
Sequence of screens – T cell HTS	T cell HTS vesicle-bound %
Cc1ccc(-c2csc(NCCc3nc4cc(Cl)c(Cl)cc4n3CCCO)n2)cc1
  i	12.0
CCCCn1c(N)c(N(CCC(C)C)C(=O)c2ccc(N3CCCC3=O)cc2)c(=O)[nH]c1=O
  i	24.9
COc1cccc(OC)c1C(=O)Nc1ccncc1
  i	33.2
CCn1nnnc1SCC(=O)N1c2ccccc2NC(=O)CC1C (stereo unspecified)
  i	42.0
CC(C)N(CC(N)=O)c1ccc(S(=O)(=O)N2CCCC2)cn1
  i	25.5
Cc1cccc(N2CC(C(=O)NCc3ccco3)CC2=O)c1C (stereo unspecified)
  i	10.0
COc1cccc(NC(=O)COc2cccnc2[N+](=O)[O-])c1
  i	49.3
COc1cc(OC)c(C(=O)Nc2ccc(S(=O)(=O)N3CCCCC3)cc2)cc1OC
  i	15.5
O=C(OCc1nnc(-c2ccccc2)o1)C1CC(=O)N(CCc2ccccc2)C1 (stereo unspecified)
  i	34.2
O=C1C=C(c2cccc(CO)c2)C[C@@H](c2ccc3c(c2)OCO3)C1
  i	31.5

A second format for 2 compounds above.
mol | T cell HTS | T cell HTS vesicle-bound %
CC(C)N(CC(N)=O)c1ccc(S(=O)(=O)N2CCCC2)cn1 | i | 25.5
Cc1cccc(N2CC(C(=O)NCc3ccco3)CC2=O)c1C (stereo unspecified) | i | 10.0

Next part:
Sequence of screens – T cell HTS	T cell HTS vesicle-bound %
COc1ccc(CN2C(=O)c3ccccc3C2=O)cc1C(=O)N(C)CC(=O)Nc1ccc(F)cc1
  i	40.1
Cc1ccc(S(=O)(=O)CCC(=O)Nc2nc(-c3ccccn3)cs2)cc1
  i	54.8
CCOC(=O)CN1C(=O)C(=O)N(Cc2c(Cl)cccc2Cl)C1=O
  i	51.7
O=C(Cc1cccs1)Nc1cc(S(=O)(=O)N2CCCCC2)ccc1Cl
  i	38.2
C/C(=C\c1ccc(C(=O)O)cc1)c1ccc2c(c1)C(C)(C)CCC2(C)C
  i	40.4
CN(C(=O)C1CCCC1)C1CCS(=O)(=O)C1 (stereo unspecified)
  i	45.9
O=C(COC(=O)c1ccc(Cl)c(S(=O)(=O)NCc2ccccc2)c1)NC1CC1
  i	35.1
COc1ccc(CN2CCC(=O)N([C@H](CO)c3ccccc3)CC2)cc1OC
  i	59.6
COc1ccc(NC(=O)C2=NN(C3CCS(=O)(=O)C3)C(=O)CC2)cc1S(N)(=O)=O (stereo unspecified)
  i	20.5
CCOC(=O)[C@H]1[C@H]2COc3ccc(OC)cc3[C@@H]2N2C(=O)CN(Cc3ccc(Cl)cc3)C(=O)[C@@]12C
  i	37.9
COc1ccc(NC(=O)C(C)N2C(=O)c3ccccc3C2=O)c(OC)c1 (stereo unspecified)
  i	40.8
Cc1ccccc1OCC(=O)NNC(=O)c1ccc2c(=O)n3c(nc2c1)CCC3
  i	18.2
Cc1ccccc1NC(=O)CNC(=O)Cc1cccc2ccccc12
  i	58.7
O=C(CCc1nc2ccccc2c(=O)[nH]1)Nc1nnc(SCc2ccc(Cl)cc2)s1
  i	43.9
O=C1C(Cc2ccccc2)Nc2ncnc(N3CCCCC3)c2N1Cc1ccc(Cl)cc1 (stereo unspecified)
  i	23.6
COc1ccc(CC(=O)NNC(=O)CN(C)S(=O)(=O)c2ccc(Cl)cc2)cc1OC
  i	66.4
Cc1ccccc1NC(=O)CSc1nnc(CNC(=O)c2ccco2)n1C
  i	9.5
COC(=O)[C@]1(C)N[C@H](CN(C)S(=O)(=O)c2ccccc2)[C@@H]2C(=O)N(C)C(=O)[C@@H]21
  i	5.7
COc1ccc(S(=O)(=O)N2CCOCC2)cc1NC(=O)CSc1nnc(C2CC2)n1C1CC1
  i	40.3
CCO[C@@H]1OC(C(=O)NCc2nc3ccccc3[nH]2)=C[C@H](c2coc3ccccc3c2=O)[C@H]1CCCO
  i	17.8

Quoted at random: six compounds from above.
Sequence of screens – T cell HTS	T cell HTS vesicle-bound %
COc1ccc(NC(=O)C(C)N2C(=O)c3ccccc3C2=O)c(OC)c1 (stereo unspecified)
  i	40.8
O=C(CCc1nc2ccccc2c(=O)[nH]1)Nc1nnc(SCc2ccc(Cl)cc2)s1
  i	43.9
COc1ccc(CC(=O)NNC(=O)CN(C)S(=O)(=O)c2ccc(Cl)cc2)cc1OC
  i	66.4
O=C1C(Cc2ccccc2)Nc2ncnc(N3CCCCC3)c2N1Cc1ccc(Cl)cc1 (stereo unspecified)
  i	23.6
COc1ccc(S(=O)(=O)N2CCOCC2)cc1NC(=O)CSc1nnc(C2CC2)n1C1CC1
  i	40.3
Cc1ccccc1NC(=O)CNC(=O)Cc1cccc2ccccc12
  i	58.7

The list goes on:
Sequence of screens – T cell HTS	T cell HTS vesicle-bound %
CN(CC(=O)Nc1ccc(F)cc1)C(=O)COC(=O)Cc1c(F)cccc1Cl
  i	39.0
CCN(C[C@H]1N[C@@](CC)(C(=O)OC)[C@H]2C(=O)N(Cc3ccccc3)C(=O)[C@@H]12)C(=O)Nc1ccc(C(F)(F)F)cc1
  i	15.2
C=CC[C@@H](CC(=O)N[C@@H](CO)Cc1ccccc1)C(=O)N[C@@H](COC(=O)[C@@H](CC=C)CC(=O)OC(C)(C)C)Cc1c[nH]c2ccccc12
  i	6.3
CN(CC(=O)Nc1ccccc1Cl)C(=O)COC(=O)c1ccc([N+](=O)[O-])s1
  i	38.1
Cc1cccc(Oc2ccc(NC(=O)C3=CC=CN4CCS(=O)(=O)N=C34)cc2)c1
  i	38.2
CC(=O)c1ccc(NC(=O)CSc2nnc3ccc(-c4ccccn4)nn23)cc1
  i	25.7
Cc1cc(C)c(S(=O)(=O)N2CCCCC2CCNC(=O)C(=O)NCc2cccnc2)c(C)c1 (stereo unspecified)
  i	29.6
O=C(COC(=O)Cn1cc(C(F)(F)F)ccc1=O)Nc1ccccc1
  i	35.2
CCN(C(=O)COC(=O)CNC(=O)c1ccccc1C)C1=CCCCC1
  i	45.7
COc1cc2cnc(-c3ccccc3)c(-c3ccc(C#N)cc3)c2cc1OC
  i	42.8
Cc1cc(CNC(=O)COC(=O)Cn2[nH]c(=O)c3ccccc3c2=O)cc(C)c1O
  i	45.2
Cc1cc(C(=O)CN2C(=O)C(=O)N(Cc3ccccc3)C2=O)c(C)n1Cc1ccc(F)cc1
  i	34.8
Cc1ccc(N2C3=C(C(=O)CC(C)(C)C3)C(c3cn(C)nc3C)C3=C2CC(C)(C)CC3=O)cc1
  i	33.3
O=C(CCc1nc2ccccc2c(=O)[nH]1)Nc1ccccc1N1CCCC1
  i	52.8
CCCn1nc(C(=O)Nc2ccc3c(c2)OCCO3)c2ccccc2c1=O
  i	20.0
COc1ccc2oc(C(=O)Nc3ccc(N4CCOCC4)cc3)c(C)c2c1
  i	39.4
Cc1ccc(S(=O)(=O)N2[C@@H](c3ccc(Br)cc3)C(C(=O)O)=CC[C@H]2c2cccc(Cl)c2)cc1
  i	8.3
CCCCNC(=O)O[C@@H]1C[C@@H]2CCN3C(=O)CCC[C@H]([C@H]1CC)[C@H]23
  i	52.0
COc1ccc(S(=O)(=O)N2CCOCC2)cc1NC(=O)COC(=O)CCOc1ccc(C)cc1
  i	40.6
COc1cc(C(=O)Nc2cc(OC)c(OC)c(OC)c2)ccc1OCc1c(C)noc1C
  i	49.4
CN(c1ccccc1)S(=O)(=O)c1ccc(C(=O)N2CCN(c3ccccc3Cl)CC2)cc1
  i	27.3
Cc1ccc(NC(=O)CCN2C(=O)NC3(CCCC3)C2=O)cc1S(=O)(=O)N1CCOCC1
  i	30.3
